# High-throughput results as filed in PubChem.
# MEKK3 PB1 HTS = modulators (inhibitors or enhancers) of MEK5 binding to human MEKK3 PB1 domain | bead-based flow cytometry, Alexa488-MEK5 binding to MEKK3; actives lie on both sides; 0 = blocked by unlabeled MEK5, 100 = vehicle | binding response (% of control), % at 10 µM | hit rate 1.4% among 290,000 | AID 1529;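 active means binding response more than 3 SD above or below the average of its plate-row segment, actives on both sides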;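 further: Alexa488 bead fluorescence after subtracting the streptavidin-only scavenger bead signal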
# MEKK2 WT-MEK5 = raises or lowers MEK5 binding to wildtype human MEKK2 PB1 domain. Q9Y2U5. bead flow cytometry, Alexa488-MEK5 binding to MEKK2 WT; actives lie on both sides. binding response (% of control), % at 10 µM. hit rate 1.1% among 290,000. AID 1531; in the data active means binding response below about 67% or above about 130%
# GPR7 antag = human neuropeptides B/W receptor 1 antagonism. AID 1861. GPR7-expressing cells, fluorescence antagonist assay. P48145. inhibition, % at 4.4 µM. hit rate 1.1% among 290,000; in the data active means inhibition above about 16%, passing the limit was not always enough;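 further: cells stimulated with the agonist NPW; 0% = agonist with vehicle and 100% = vehicle without agonist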
# Target sequence (P48145 whole entry, looked up): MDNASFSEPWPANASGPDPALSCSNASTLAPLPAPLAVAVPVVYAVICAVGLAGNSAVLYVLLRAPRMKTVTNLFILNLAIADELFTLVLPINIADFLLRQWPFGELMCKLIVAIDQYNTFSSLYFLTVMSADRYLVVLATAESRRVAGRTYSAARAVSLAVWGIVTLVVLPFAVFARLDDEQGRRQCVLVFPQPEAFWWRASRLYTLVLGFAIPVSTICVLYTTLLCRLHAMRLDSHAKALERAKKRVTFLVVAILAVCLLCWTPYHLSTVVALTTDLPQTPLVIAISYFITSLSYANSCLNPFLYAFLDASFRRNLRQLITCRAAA
# NALP1 inh = inhibitors of NALP1 inflammasome in yeast; S. cerevisiae NALP1/ASC/caspase-1 growth, X-gal OD620, 72 h; inhibition, % at 10 µM; hit rate 0.61% among 280,000; in the data active means inhibition mostly above about 24%, no sharp cut-off; inactive means mostly below about 32%; further: some compounds called inactive have numbers as strong as hits
# OXTR ag = agonists of human oxytocin receptor; AID 2435; activation, % at 3 µM; P30559; CHO-OTR cells, Fluo-8 calcium fluorescence; normalized: DMSO 0%, oxytocin 100%; hit rate 0.32% among 320,000;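 active means activation above the mean of all tested compounds plus 3 SD, cutoff set per screening run, cut at about 20% in these data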;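 further: peak over basal fluorescence ratio from a 100 s FLIPR kinetic read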
# Target sequence (P30559 whole entry, looked up): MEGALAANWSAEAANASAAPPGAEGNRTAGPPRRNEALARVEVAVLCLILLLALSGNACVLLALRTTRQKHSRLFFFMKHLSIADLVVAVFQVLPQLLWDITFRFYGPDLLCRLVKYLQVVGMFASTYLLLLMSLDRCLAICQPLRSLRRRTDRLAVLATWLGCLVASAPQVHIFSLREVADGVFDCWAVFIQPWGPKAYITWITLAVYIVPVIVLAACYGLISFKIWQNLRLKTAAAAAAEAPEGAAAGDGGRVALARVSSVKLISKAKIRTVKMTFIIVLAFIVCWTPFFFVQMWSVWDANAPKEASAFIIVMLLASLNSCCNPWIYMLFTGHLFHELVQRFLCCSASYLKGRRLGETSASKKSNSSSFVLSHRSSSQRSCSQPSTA
# GalR3 antagonist = antagonists of human GalR3. O60755. HEK293 GalR3-CNG cAMP membrane potential fluorescence; galR3 body fused to GalR1 C-terminus. inhibition, % at 3 µM. hit rate 0.44% among 360,000;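 active means inhibition above the screen-wide average plus 3 SD, cut at about 13% in these data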;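 further: forskolin and galanin both at EC90 stimulate the cells; cAMP rise reported by CNG channel membrane potential dye signal; 0% = forskolin plus galanin with DMSO and 100% = forskolin alone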
# V1R ag counter = activates human V1a receptor in oxytocin agonist counter-screen; CHO-V1R cells, Fluo-8 calcium fluorescence, agonist mode; 0% DMSO, 100% 3 nM vasopressin; activation, % at 3 µM; hit rate 0.25% among 320,000;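 active means activation above the mean activation of all tested compounds plus 3 SD, per screening run, cut at about 20% in these data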;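 further: signal is peak over basal fluorescence ratio across a 100 second FLIPR read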
# PHOSPHO1 inh = inhibitors of human PHOSPHO1 phosphatase | Q8TCT1 | recombinant PHOSPHO1, absorbance phosphatase assay | inhibition, % at 13.3 µM | hit rate 1.1% among 290,000 | AID 1565; in the data active means inhibition above about 60%
# Target sequence (Q8TCT1 whole entry, looked up): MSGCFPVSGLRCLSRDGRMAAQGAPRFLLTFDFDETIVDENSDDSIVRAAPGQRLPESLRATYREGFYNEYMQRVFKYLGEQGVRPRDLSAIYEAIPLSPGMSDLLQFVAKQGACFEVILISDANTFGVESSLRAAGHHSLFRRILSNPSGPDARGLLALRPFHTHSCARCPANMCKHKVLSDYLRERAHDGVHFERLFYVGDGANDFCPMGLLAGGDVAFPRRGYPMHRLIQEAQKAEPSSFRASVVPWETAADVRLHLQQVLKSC
# MEKK2mut PB1 HTS = signal of MEK5 binding to mutant human MEKK2 PB1 domain; hit rate 0.35% among 290,000; bead flow cytometry, Alexa488-MEK5 binding to MEKK2 mutant; percent response, % at 10 µM; in the data active means percent response above about 24%, passing the limit was not always enough; further: inactives centre near 1; some results filed as inactive read as strong as hits; reference of the scale not given here
# * hit, by the source's call; x = no result given. Rows are unselected, and some 5.4% of all compounds hit somewhere here.
SMILES,MEKK3 PB1 HTS,MEKK2 WT-MEK5,GPR7 antag,NALP1 inh,OXTR ag,GalR3 antagonist,V1R ag counter,PHOSPHO1 inh,MEKK2mut PB1 HTS
COc1cc2c(cc1OC)CN(Cc1ccc(OC)c(C)c1OC)CC2,100,100,-8,-18,1.3,-1,1.1,10,-2
Cc1nc2ccccc2c(=O)n1C1CCCCCC1,104,107,-12,4,-2.6,-5,-1.4,1,6
CC(C)C(=O)N(Cc1cc2ccccc2[nH]c1=O)C(C)(C)C,x,x,13,7,-1.8,-3,0.5,-20,x
COC(=O)C1(CCSC)NC(c2ccccc2OC)C2C(=O)N(C)C(=O)C21 (configuration not stated),92,87,-1,-6,-0.2,5,0.7,-10,-2
CCn1c(SCC(=O)N2CCOCC2)nnc1-c1ccco1,99,102,-10,10,0.1,-6,1.3,32,2
COc1cccc(NC(=O)c2cc(OC)c(OC)c(OC)c2Br)c1,106,105,-11,30,4.1,-4,0.5,14,5
O=C(CN1CCN(C2CCCCC2)CC1)Nc1ccccc1-c1ccccc1,x,x,-4,40,1.7,-9,0.3,17,x
CCOc1ccc(Br)cc1S(=O)(=O)N1CCC(C(N)=O)CC1,99,97,0,10,0.5,18*,1.0,-11,-1
Cc1ccc(N(C(=O)Cn2nnc(-c3ccccc3F)n2)C(C(=O)NC2CCCC2)c2ccncc2)cc1 (configuration not stated),100,100,-1,20,0.4,-7,-0.4,17,0
Cc1ccc(N2C(=O)CC(Sc3nc(C)cc(C)n3)C2=O)cc1 (configuration not stated),111,113,-12,3,-1.2,-2,-0.6,24,12
N#Cc1sc2nc(-c3cccs3)cc(-c3ccccc3)c2c1N,85,74,-8,20,-0.6,-12,0.0,20,-9
O=S(=O)(NC(=S)c1ccccc1)c1ccc(Cl)cc1,100,98,-21,-2,0.1,-8,-0.1,15,0
COc1ccc(S(=O)(=O)n2c(CCN3CCOCC3)nc3ccccc32)cc1,107,113,-4,18,0.4,-4,2.3,-44,4
COc1ccc(Cc2noc(-c3ccc(C)cc3)n2)cc1,108,109,-1,12,-2.2,-1,0.1,-11,3
O=C(COc1cccnc1[N+](=O)[O-])NCCc1ccc(Cl)cc1,100,89,2,6,0.8,-2,1.6,20,-13
O=C(c1ccc(S(=O)(=O)N2CCOCC2)cc1)N1CCN(S(=O)(=O)c2ccc(Cl)s2)CC1,x,x,-10,9,0.9,1,2.1,24,x
CC(C)OC(=O)CSc1nc2ncc(Cl)cc2[nH]1,110,117,-5,-10,-1.3,-4,-0.8,7,10
CSc1ncccc1C(=O)OCc1ccc([N+](=O)[O-])cc1,98,98,2,12,-2.8,-4,-0.7,7,-1
COc1cc(OC)cc(C(=O)Nn2cnnc2)c1,95,104,-10,x,0.3,-6,-0.1,42,-10
CCn1nc(C)c(CNC(=O)CCc2nnc(Cc3c[nH]c4ccccc34)o2)c1C,86,87,-6,0,-0.2,-9,0.0,39,-14
C/C(=N\NC(=O)c1cc(-c2ccco2)nc2ccccc12)c1cccnc1,95,94,-5,16,-1.6,-9,-1.6,23,-2
c1cncc(-c2nn3cnnc3s2)c1,108,103,0,41,-0.5,-2,0.1,14,1
Cc1cc(C)c2[nH]c(=O)c(CN(Cc3cccnc3)C(=S)NCCCN(C)C)cc2c1,93,98,-1,-12,0.4,-7,1.0,30,-1
C[C@@H]1CN(C(=O)c2nc3ccc(Cl)cn3c2CN[C@H]2CCCCNC2=O)C[C@H](C)O1,102,95,-10,12,-0.1,3,1.2,48,-3
O=C(CCC(=O)N1CCCC1)Nc1ccc(Cl)c(Cl)c1,99,97,-3,16,-0.3,2,-0.2,31,-4
CCN(C(=O)CN1CC(C)OC(C)C1)c1c(N)n(Cc2ccccc2)c(=O)[nH]c1=O (configuration not stated),98,90,-18,3,-0.3,-5,-0.1,-7,-13
COC(=O)c1cn(CC(=O)NC2CCCCCC2)c2ccccc12,109,92,5,-10,0.1,-3,0.1,11,11
COc1ccccc1-c1c(C(F)(F)F)oc2cc(OC(=O)c3ccccc3[N+](=O)[O-])ccc2c1=O,99,97,-17,1,3.8,8,2.2,-5,-1
CN(CC(=O)Nc1ccc(Cl)c(Cl)c1)C(=O)/C=C/c1ccc(F)cc1,99,108,2,24,-0.7,-2,0.3,1,7
Cc1c(C)c2ccc(OC(C)C(=O)NCCCn3ccnc3)c(C)c2oc1=O (configuration not stated),106,107,-7,-6,-0.1,-6,1.0,31,9
Cc1c(Nc2ncnc3nc[nH]c23)c(=O)n(-c2ccccc2)n1C,111,106,-4,18,-0.1,1,-0.1,-6,14
COc1ccc(C2SCC(=O)N2c2ccc(OC)cc2)cc1 (configuration not stated),97,99,-7,22,0.3,-9,-1.4,-34,0
Cc1nc(Cl)c(S(N)(=O)=O)c(C)c1Cl,118,108,-11,6,0.6,-5,-0.8,-15,-1
CN(C)/C=N/NC(=O)c1ccccc1Cl,96,94,-14,8,0.4,0,-0.4,-3,-5
COCCCn1c(SCC(=O)Nc2nnc(C)s2)nnc1-c1ccoc1C,80,92,-13,14,0.5,-4,0.6,-1,-6
O=C(NCc1ccccc1Cl)C1CCCN(S(=O)(=O)c2cccc3nonc23)C1 (configuration not stated),99,95,-6,7,3.7,-8,3.8,40,-3
Cc1n[nH]c(C)c1Cc1c(F)cccc1Cl,95,97,-8,x,0.6,-7,0.5,18,-4
CN(CC(=O)NCc1ccncc1)S(=O)(=O)c1ccccc1,107,104,-11,-4,0.9,-7,1.4,8,6
COC(C[C@@H]1O[C@H]1[C@@H](O)[C@@H](C)OCc1ccccc1)OC,97,97,x,x,x,-2,x,31,1
COc1cccc(OCc2cc(C(=O)N3CCN(C4CCCCC4)C(=O)C3)no2)c1,103,107,-1,20,6.3,-4,12,11,11
O=C(N/N=C/c1cc([N+](=O)[O-])cc([N+](=O)[O-])c1O)/C(=C\c1cccs1)NC(=O)c1ccccc1,96,93,-8,0,-1.3,-3,-0.4,-2,-1
O=C(c1ccc(NC(=S)NCc2ccco2)cc1)N1CCOCC1,99,102,-17,0,-0.1,-1,0.2,24,-4
CCc1ccc(N(CC(=O)NC2CCCCC2)C(=O)CCC(=O)Nc2ccccn2)cc1,102,103,-9,2,0.3,-10,-0.3,16,2
CCCN1CCN(CCCNC(=O)C(CC)n2nc(C)c3sc4ccccc4c3c2=O)CC1 (configuration not stated),104,103,-13,6,-0.9,-2,-0.9,44,3
CCc1cc2c3c([nH]c2cc1S(=O)(=O)N1CCC2(CC1)OCCO2)CCCC3=O,102,103,-10,11,4.0,4,2.8,-18,-1
NC(=O)COC(=O)/C=C/c1cccc(Br)c1,111,110,0,12,1.1,-6,1.2,15,1
O=C(OCc1nnc(-c2ccccc2)o1)c1cc([N+](=O)[O-])ccc1Cl,66,77,-13,8,-1.5,-5,-1.3,-31,-12
CCOC(=O)Cc1nn(C)c(=O)c2ccccc12,98,97,-6,2,4.5,-6,2.6,10,-1
CCOC(=O)C1CCCCN1C(=O)CCn1nnnc1CN1CCOCC1 (configuration not stated),101,104,-12,14,0.0,-5,0.2,-12,1
Cc1ccc(C)c(N2CCN(C(=O)c3ccc4c(c3)c(C)c(C)n4C)CC2)c1,96,94,-37,8,-1.4,-4,-1.0,24,-3
CC(=O)N(Cc1cc2c(C)cc(C)cc2[nH]c1=O)C1CCCCC1,x,x,16,-7,5.8,-4,2.6,-24,x
O=C1C/C(=C/NCc2ccccc2)C(=O)N1,75,87,8,-6,-0.2,4,0.2,20,-13
CCC1=NN(S(=O)(=O)c2ccc(C)cc2)C(O)(C(F)(F)F)C1 (configuration not stated),128*,114,-9,-16,2.2,2,1.4,-21,1
CC(C)(C)C(=O)Nc1ccccc1N1CCN(c2ccc(F)cc2)CC1,99,96,-2,23,-1.1,-8,4.5,37,-4
CCOC(=O)C1(Cc2ccc(Cl)cc2)CCN(Cc2ccon2)CC1,110,105,12,10,1.3,-5,4.5,26,-1
CCN(CC)S(=O)(=O)c1ccc(C(=O)Nc2nnc(NC(=S)Nc3ccccc3)s2)cc1,81,79,-15,5,-0.3,-9,0.6,-4,-15
COc1ccc(/C(C)=N/NC(=O)CNC(=O)c2cccs2)cc1,75,77,-5,4,0.6,-1,0.5,4,-21
CC1CCCN(CCOc2cccc(Oc3ccccc3)c2)C1 (configuration not stated),100,115,-9,22,3.3,-4,1.2,-8,3
O=C(NCc1ccccn1)c1ccc(/C=N/O)nc1,102,101,-1,-4,0.9,7,1.0,8,14
Cc1cc2ccccn2c1C(=O)c1ccccc1Br,98,96,-3,10,-2.4,-10,0.4,44,-1

# The closing 2 compounds of the section above are carried over, then new ones follow:
SMILES,MEKK3 PB1 HTS,MEKK2 WT-MEK5,GPR7 antag,NALP1 inh,OXTR ag,GalR3 antagonist,V1R ag counter,PHOSPHO1 inh,MEKK2mut PB1 HTS
O=C(NCc1ccccn1)c1ccc(/C=N/O)nc1,102,101,-1,-4,0.9,7,1.0,8,14
Cc1cc2ccccn2c1C(=O)c1ccccc1Br,98,96,-3,10,-2.4,-10,0.4,44,-1
N#CCCn1nc(Cc2cccc3ccccc23)c(C#N)c1N,103,101,x,x,-0.3,-6,0.9,x,-4
Cc1ccc(S(=O)(=O)NCC2COc3ccccc3O2)cc1 (configuration not stated),79,78,-15,15,-0.8,3,0.6,-12,-2
COc1ccc(C)cc1Cn1c(S(C)(=O)=O)nc2ccccc21,84,86,-6,30,-1.6,-9,-1.1,10,-9
CC(OCc1ccccc1)C(NC(=O)OC(C)(C)C)C(=O)NCC1CCCO1 (configuration not stated),101,100,-5,2,-0.3,-4,-0.5,1,-1
CCOc1ccc(C2NC(=O)c3sc(=S)n(-c4ccccc4)c3N2)cc1 (configuration not stated),100,96,-6,16,-0.6,1,0.2,2,-1
CC(=O)Nc1ccc(NC(=O)C2CCCN(c3ncccn3)C2)cc1 (configuration not stated),94,95,-23,-13,1.1,-4,0.7,-18,0
O=C(CN1CCOCC1)Nc1c2c(nc3c1CCC3)CCC2,103,104,-10,-15,0.1,-3,0.2,18,8
COc1ccc(N2CCN(C(=O)CCCCCn3c(=O)[nH]c4ccsc4c3=O)CC2)cc1,105,100,-1,-4,-0.1,-7,1.7,24,-2
C=CCn1c(=S)[nH]c2nc3c(cc2c1=O)COC(C)(C)C3,93,92,3,4,0.6,-7,0.8,-9,-5
CC1CC(C)(C)NCc2ccccc21 (configuration not stated),101,107,-6,-18,0.9,-3,0.5,11,7
Cc1ccc(OCCn2cnc3cc([N+](=O)[O-])ccc3c2=O)cc1,105,102,7,8,-1.9,-2,0.1,-6,-5
CCCCCCCCCC(=O)OCC(O)CO (configuration not stated),82,93,-1,17,0.8,-3,1.2,-6,3
Cn1c(=O)n(/N=C/c2ccccc2)c2ccccc21,100,98,-1,38,-1.9,-1,-0.4,14,-1
Cc1ccc(NC(=O)c2cc(S(=O)(=O)N3CCOCC3)ccc2F)c(C)c1,99,100,-6,26,0.3,-2,0.6,10,7
Cc1ccc2c3c(c(SCC(=O)Nc4nccs4)nc2c1)CCCC3,98,98,11,9,x,x,x,-9,-3
COCC1CCCN(C(=O)c2ccc3oc(CCCc4ccccc4)nc3c2)C1 (configuration not stated),102,104,4,18,0.8,-5,5.0,46,7

# Structures listed above marked active in GalR3 antagonist.
Compound,MEKK3 PB1 HTS,MEKK2 WT-MEK5,GPR7 antag,NALP1 inh,GalR3 antagonist,PHOSPHO1 inh,MEKK2mut PB1 HTS
CCOc1ccc(Br)cc1S(=O)(=O)N1CCC(C(N)=O)CC1,99,97,0,10,18*,-11,-1
